Vif-A3F inh – inhibitors of Vif-A3F interaction | HeLa A3F-eYFP + Vif (tagged APOBEC3F with the HIV-1 protein that degrades it), YFP fluorescence increase | Potency, µM (doses to about 46.1 µM), inactives show top-dose activity, negative = active | 390,000 tested, 0.2% active | AID 602313; note: potency is the fitted concentration of half-maximal effect; % of control where 0% means no effect; nearly all actives have a fitted effect of over 65% in size
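HeLa cells stably expressing Vif plus C-terminally eYFP-tagged A3F were seeded, incubated overnight at 37 deg C, dosed with compound, incubated overnight again at 37 deg C. Yellow fluorescence (Ex 488/Em 500-530) reported blocked Vif-mediated A3F-eYFP degradation.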
LDHA block – LDHA (human) enzyme inhibition. P00338. purified LDHA, NADH/diaphorase-resazurin fluorescence; stronger effect = lower value. activity change, % (values are at about 110 or 230 µM). 480,000 tested, 0.15% active; in the data active = activity change below about -30%; inconclusive = mostly about -25% to -30%;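 note: plate controls were DMSO wells for no effect and wells without enzyme for full effect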
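Remaining NADH was detected by diaphorase (0.133 mg/mL) converting 37 µM resazurin to fluorescent resorufin, read at 0 and 20 minutes. The preceding 5-minute room-temperature reaction used 2 nM LDHA, 0.2 mM sodium pyruvate and 0.06 mM NADH at pH 7.4.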
IDH1 R132H inh – human IDH1 R132H inhibition | O75874 | IDH1-R132H enzyme, NADPH consumption, diaphorase/resazurin fluorescence | Potency, µM (doses to about 76.6 µM), for inactives: top-dose activity change, negative = inhibition, most hits filed as inhibitors | 390,000 tested, 0.093% active; note: potency is the fitted concentration of half-maximal effect; % is set by controls: 0 for no effect and ±100 for the full control effect; nearly all actives have a fitted effect of over 65% in size
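IDH1-R132H (0.5 ug/mL dispensed) in pH 7.5 Tris buffer was preincubated 30 min with compound, then given a substrate mix of 0.016 mM NADPH and 2 mM alpha-KG for 80 min at room temperature; remaining NADPH was read by diaphorase/resazurin fluorescence.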
PI4K2A inh – blocks human PI4K2A kinase activity. purified PI4K2A, ADP-Glo luminescence, 1 h; stronger effect = lower value. 420,000 tested, 0.13% active. AID 1346378. Q9BTU6. activity change, negative = inhibition, % at 76.9 µM; in the data active = activity change below about -50%; inconclusive = mostly about -30% to -49%;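 note: -100% = wells without enzyme as full effect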
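ADP-Glo luminescence measured ADP generated by PI4K2A enzyme (4 ug/mL before mixing) with 1.2 mM PI substrate (pre-mix) and 300 microM ATP (pre-mix). Tris pH7.5 buffer with MgCl2, Triton X-100; 1 h reaction at ambient temperature.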
Vif-A3G inh – Vif-A3G binding inhibition; Q9HC16; HeLa A3G-eYFP + Vif (tagged APOBEC3G with the HIV-1 protein that degrades it), YFP fluorescence, overnight; Potency, µM (doses to about 46.1 µM), for inactives: at the top dose activity, negative = active, actives largely listed as inhibitors; 410,000 tested, 0.076% active; AID 602310;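 note: potency is the fitted concentration of half-maximal effect; % is set by controls: 0 for no effect and ±100 for the full control effect; nearly all actives have a fitted effect of over 60% in size; hits raise eYFP signal because A3G escapes Vif-driven loss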
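Read-out is eYFP fluorescence (Ex 488/Em 500-530) from Vif-expressing HeLa A3G-eYFP cells; more signal means A3G escaped Vif-mediated degradation. Cells plated overnight, compound pinned in, incubated overnight at 37 deg C.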
GRP78 ERSR act – induces the endoplasmic reticulum stress response in human glioma cells | AID 602332 | Potency, µM, inactives show at the top dose activation, most hits filed as activators | 420,000 tested, 0.02% active | U87-MG GRP78 promoter luciferase reporter, 16 h; note: potency is the fitted concentration of half-maximal effect; series mostly up to about 76 µM; % of control where 0% means no effect; nearly all actives have a fitted effect of over 35% in size
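Stably transfected U87-MG human glioma cells carrying a GRP78-based luminescent sensor were seeded at 1000 cells/well, pin-dosed with compounds and incubated 16 h. Luciferase reagent was then added, and end-point luminescence was read after 10 min at room temperature.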
USP1 inh – blocks the human USP1/UAF1 deubiquitinase complex | O94782 | recombinant USP1/UAF1, Ub-Rhodamine cleavage fluorescence | Potency, µM (titrated, usually from 57.1 µM), without a hit: at the top dose activity change, negative = inhibition, usual class: inhibitors | 390,000 tested, 0.23% active | AID 743255; note: potency is the fitted concentration of half-maximal effect; % is set by controls: 0 for no effect and ±100 for the full control effect; nearly all actives have a fitted effect of over 60% in size; inactives centre near -12
Target sequence (O94782 whole entry, looked up): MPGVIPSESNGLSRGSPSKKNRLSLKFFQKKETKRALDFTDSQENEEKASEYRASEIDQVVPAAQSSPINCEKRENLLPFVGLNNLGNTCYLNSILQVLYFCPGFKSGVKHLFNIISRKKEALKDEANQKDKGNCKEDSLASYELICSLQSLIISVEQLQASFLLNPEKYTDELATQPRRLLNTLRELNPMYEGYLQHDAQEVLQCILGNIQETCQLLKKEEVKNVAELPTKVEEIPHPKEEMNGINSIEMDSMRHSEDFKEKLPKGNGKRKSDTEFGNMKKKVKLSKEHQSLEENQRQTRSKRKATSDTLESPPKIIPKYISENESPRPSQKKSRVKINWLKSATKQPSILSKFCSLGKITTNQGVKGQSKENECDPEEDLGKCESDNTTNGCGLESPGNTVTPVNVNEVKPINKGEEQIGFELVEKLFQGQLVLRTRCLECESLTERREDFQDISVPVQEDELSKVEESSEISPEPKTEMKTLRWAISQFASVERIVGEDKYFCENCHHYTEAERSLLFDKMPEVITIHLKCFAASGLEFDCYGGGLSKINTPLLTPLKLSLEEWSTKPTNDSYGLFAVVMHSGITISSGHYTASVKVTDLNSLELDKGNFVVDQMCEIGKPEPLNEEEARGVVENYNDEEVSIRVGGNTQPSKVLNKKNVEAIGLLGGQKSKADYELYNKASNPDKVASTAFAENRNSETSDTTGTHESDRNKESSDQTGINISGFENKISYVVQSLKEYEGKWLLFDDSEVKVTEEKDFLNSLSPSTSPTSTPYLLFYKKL
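USP1/UAF1 complex (1 nM) preincubated 15 min at room temperature with compound, then Ub-Rho substrate (150 nM final) added. Kinetic fluorescence at 480/540 nm over 6 reads at 60 s intervals; 50 mM HEPES pH 7.8, 0.5 mM EDTA, 0.1 mg/ml BSA, 1 mM TCEP, 0.01% Tween-20.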
RXFP1 agonist – agonists of human relaxin receptor RXFP1. HEK293T-RXFP1 cAMP TR-FRET, 30 min; response scale: percent of porcine relaxin response, buffer zero. Potency, µM (series often up to 57.5 µM), without a hit: top-dose activation, actives largely listed as activators. 370,000 tested, 0.3% active. AID 2676; note: potency is the fitted concentration of half-maximal effect; % is set by controls: 0 for no effect and ±100 for the full control effect; nearly all actives have a fitted effect of over 60% in size; many of its hits are not listed in these tables
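HEK293 cells stably expressing RXFP1, treated 30 min at 37C with compounds plus PDE4 inhibitor Ro 20174; cAMP measured by HTRF TR-FRET. Normalized to buffer and 29 nM porcine relaxin; EC50 by Hill fit.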
TrxR1 substrate – substrates of rat thioredoxin reductase 1 | purified TrxR1 substrate turnover, NADPH consumption readout | Potency, µM (titrated, usually from 114 µM), for the others: at the top dose activity change, negative = substrate turnover | 390,000 tested, 0.01% active | AID 588456; note: potency is the fitted concentration of half-maximal effect; % is set by controls: 0 for no effect and ±100 for the full control effect; nearly all actives have a fitted effect of over 50% in size
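Rat TrxR1, dispensed at 90 nM, was prereduced with 400 uM NADPH (final) for 5 min at ~22 deg C, then incubated with compound 15 min before 400 uM selenite. A first-read NADPH fluorescence drop versus no-compound background flagged substrates.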
* marks the source's active call; other numbers are inactive results; ? = inconclusive; / = not tested or not shown; & = joins results of further samples; [ ] = remark or other dose. Unless noted, calls come from the whole dose curve; as a rule, active = well fitted curve in the direction sought with a large enough effect; inconclusive = small, poorly fitted or top-dose-only effect, or another doubt; inactive = no such curve, though single readings can be large; an effect the other way counts as inactive or inconclusive.

SMILES	Vif-A3F inh	LDHA block	IDH1 R132H inh	PI4K2A inh	Vif-A3G inh	GRP78 ERSR act	USP1 inh	RXFP1 agonist	TrxR1 substrate
Cc1ccc(/C=N/n2c(C)cc(C)c(C#N)c2=O)o1	-11%	-1	2%	1	0%	-2%	-9%	0.5%	-3%
CCOC(=O)[C@@H]1[C@H]2COc3ccccc3[C@H]2N2C(=O)N(c3ccc(C)cc3)C(=O)[C@]12C	0%	0	-6%	3	-4%	-1%	12%	2.5%	-5%
Cc1ccc(-n2cc(S(=O)(=O)c3ccc(C)cc3)[nH]c2=O)cc1	4%	-7	6%	1	-4%	2%	1%	0.3%	-13%[57.1 µM]
Nc1ccc2oc(-c3cccc4ccccc34)nc2c1	-8%	1&11	8%	16	-5%	-11%	-11%	5.1%	1%[11.4 µM]
CC(=O)N1CCOC12CCN(Cc1ccccc1)CC2	1%	-7	-2%	-1	2%	-4%	-27%	/	/
CCOCCCNC(=O)CCNS(=O)(=O)c1ccc(C)cc1	-1%	1	0%	8	3%	-5%	-11%	0.9%	5%
O=C1CSC2=NCN(c3ccccc3)CN12	2%	3	9%	-1	-3%	2%	-3%	2.5%	16%[57.1 µM]
C[C@H](CO)N1C[C@H](C)[C@@H](CN(C)CC2CC2)Oc2c(NC(=O)C3CC3)cccc2C1=O	4%	-1	1%[38.3 µM]	-1	0%	-2%	-1%	/	-2%
Cc1cc(=O)oc(C)c1C(=O)N1CCc2c([nH]c3ccccc23)C1C(C)C (centres undefined)	6%	1	-6%	-1	1%	2%	?	0.8%	5%
CCOc1ccc(S(=O)(=O)NCC(c2ccco2)S(=O)(=O)c2ccc(C)cc2)cc1 (centres undefined)	8%	8	6%	5	2%	-1%	?	-1.4%	2%[57.1 µM]
CCc1ccc(C(C(=O)NC2CCCCC2)N(C(=O)c2csnn2)C2CC2)cc1 (centres undefined)	-1%	-2	-2%	3	0%	-2%	-13%	-0.7%	102%[activator]
CCc1nc2ccc(C(=O)NCc3cccs3)cn2c1N(CC)CCN(C)C	/	-18	/	-4	0%	-6%	/	/	/
Clc1cccc(-n2ncc3c(NCCC4=CCCCC4)ncnc32)c1	-6%	-10	9%	0	-1%	-3%	-13%	-0.7%	-11%[57.1 µM]
COc1ccccc1NS(=O)(=O)c1cc(NC(=O)c2ccc3c(c2)OCCO3)ccc1C	1%	0	9%	-6	-11%	-1%	-19%	-0.7%	5%
Cc1ccc(Cl)cc1NC(=O)Cn1c(=O)c2ccccc2n2nncc12	2%	5	-10%	1	2%	-2%	-22%	18%	-3%
CN(C)c1nc(SCc2ccccc2Cl)nc2c1CCCC2	-6%	2	0%	-4	5%	-3%	-7%	-0.1%	15%[57.1 µM]
CCN1C(=O)CC(NCc2ccc3c(c2)OCO3)C1=O (centres undefined)	-13%	-10	-11%	10	1%	-3%	1%	-2.0%	6%
Cc1ccc(NC(=O)OC(C)N2CCCCC2)cc1NC(=O)OC(C)N1CCCCC1 (centres undefined)	-8%	-6	-1%	-2	2%	-1%	-7%	/	-7%
O=C(CCc1ccccc1)NNC(=O)c1ccco1	4%	-11	-1%	3	0%	1%	-3%	1.4%	3%
Cc1cccnc1NC(=O)Nc1cccc2ccccc12	3%	18	1%	-16	-2%	4%	-11%	1.1%	50%[activator]
CCOC(=O)C(=O)N(C)c1c(CC)nc2c(OCc3cccc(Cl)c3)cccn12	/	-3	/	6	-1%	-4%	/	/	/
Cc1ccc(C(=O)NCCN2C3=NC[C@H](C)N3C[C@H]2Cc2ccc(O)cc2)cc1Br	-4%	-13	-15%	-2	4%	-5%	-19%	-1.2%	2%
Cc1cc(C)cc(Nc2sc(C(=O)c3ccccc3)c(N)c2S(=O)(=O)c2ccccc2)c1	-12%	2	-27%	-1	-8%	-8%	?	4.0%	-2%[57.1 µM]
O=C1CC(c2ccccc2)=Nc2ccc(Br)cc2N1	-10%	-3	1%	0	-29%	-1%	-18%	1.2%	-27%[57.1 µM]
NC(=S)c1cnn2c(-c3cccc(C(F)(F)F)c3)ccnc12	5%	-16	-2%	2	3%	-2%	-15%	10%	2%

Record cards (already shown). Order of screens: Vif-A3F inh | LDHA block | IDH1 R132H inh | PI4K2A inh | Vif-A3G inh | GRP78 ERSR act | USP1 inh | RXFP1 agonist | TrxR1 substrate
Clc1cccc(-n2ncc3c(NCCC4=CCCCC4)ncnc32)c1 is listed as -6% | -10 | 9% | 0 | -1% | -3% | -13% | -0.7% | -11%[57.1 µM]
CCOC(=O)[C@@H]1[C@H]2COc3ccccc3[C@H]2N2C(=O)N(c3ccc(C)cc3)C(=O)[C@]12C is listed as 0% | 0 | -6% | 3 | -4% | -1% | 12% | 2.5% | -5%
CCOCCCNC(=O)CCNS(=O)(=O)c1ccc(C)cc1 is listed as -1% | 1 | 0% | 8 | 3% | -5% | -11% | 0.9% | 5%
COc1ccccc1NS(=O)(=O)c1cc(NC(=O)c2ccc3c(c2)OCCO3)ccc1C is listed as 1% | 0 | 9% | -6 | -11% | -1% | -19% | -0.7% | 5%
Cc1ccc(NC(=O)OC(C)N2CCCCC2)cc1NC(=O)OC(C)N1CCCCC1 (centres undefined) is listed as -8% | -6 | -1% | -2 | 2% | -1% | -7% | / | -7%

Next section
SMILES	Vif-A3F inh	LDHA block	IDH1 R132H inh	PI4K2A inh	Vif-A3G inh	GRP78 ERSR act	USP1 inh	RXFP1 agonist	TrxR1 substrate
CC12CC(NC(=O)N1c1cccc(C(=O)N3CCCCC3)c1)c1ccccc1O2 (centres undefined)	2%	-2	-3%	-4	-2%	-5%	-15%	-0.4%	-2%
O=C(COC(=O)c1cnc(Cl)c(Cl)c1)Nc1ccc(S(=O)(=O)N2CCCC2)cc1	1%	-10	10%	0	1%	-1%	-2%	-0.1%	-1%[57.1 µM]
N#C/C(=C\c1ccc(O)c(O)c1)C(=O)Nc1cccc2ncccc12	0%	-11	-2%	?	-7%	8%	-26%	1.4%	14%
COc1cccc(C=NNc2nnc(NN=Cc3cccc(OC)c3OC)c3ccccc23)c1OC	-1%	-6	5%	5	-4%	0%	-19%	/	7%[11.4 µM]
Cc1cccc(N2CCN(C(=O)CCS(=O)(=O)c3ccc4c(c3)NC(=O)C(C)S4)CC2)c1C (centres undefined)	-4%	-7	0%	-1	1%	?	-10%	0.4%	-4%
CCOc1ccc(NC(=O)c2ccc(NC(=O)Cc3n[nH]c(=O)c4ccccc34)cc2)cc1	13%	0	-4%	-1	-1%	-6%	-15%	-0.4%	3%
Cc1cccc([C@@H]2[C@@H]3C(=O)N(Cc4ccccc4)C(=O)[C@@H]3[C@]3(Cc4ccccc4)C(=O)N(c4ccc(C(F)(F)F)cc4)C(=O)N23)c1	2%	-5	-5%	-3	0%	-4%	-27%	0.1%	6%[57.1 µM]
CC(=O)Nc1ccc(NC(=O)CN2CCN(c3cccc(C(F)(F)F)c3)CC2)cc1	-3%	-3	1%	-1	0%	-6%	0%	0.4%	-11%
CC(C)(C)c1ccc(C(=O)NCC(=O)OCCN2C(=O)c3ccccc3C2=O)cc1	-29%	-6	3%	1	-3%	2%	0%	-1.1%	3%
CC(C)Sc1ccccc1C(=O)Nc1ccc2c(c1)n(C)c(=O)n2C	-1%	-4	1%	-3	-5%	2%	-8%	-0.1%	-10%[57.1 µM]
CCOC(=O)NCc1ccc2c(c1)OCO2	-5%	-3	-1%	-10	0%	-2%	-17%	2.2%	10%[57.1 µM]
COc1cccc(NC(=O)CN(C)C(=O)CSCC(=O)Nc2ccc(C)cc2)c1	-2%	-1	0%	3	-10%	3%	-19%	0.8%	-1%
Cn1c(/N=C/c2ccccc2[N+](=O)[O-])nc2ccccc21	0%	6	2%	-4	-3%	-1%	-26%	0.0%	7%
Cc1c(O)cc2n(c1=O)-c1ccccc1C2(C)C	3%	-2	6%	3	1%	2%	-15%	2.2%	-5%
O=C(Nc1ccccc1C(F)(F)F)c1cc2ncc(CCCl)cn2n1	-7%	-8	0%	-3	-5%	10%	-1%	1.0%	1%

Reprinted at random: 4 entries already listed, in no set order.
SMILES	Vif-A3F inh	LDHA block	IDH1 R132H inh	PI4K2A inh	Vif-A3G inh	GRP78 ERSR act	USP1 inh	RXFP1 agonist	TrxR1 substrate
COc1cccc(C=NNc2nnc(NN=Cc3cccc(OC)c3OC)c3ccccc23)c1OC	-1%	-6	5%	5	-4%	0%	-19%	/	7%[11.4 µM]
Cc1cccc([C@@H]2[C@@H]3C(=O)N(Cc4ccccc4)C(=O)[C@@H]3[C@]3(Cc4ccccc4)C(=O)N(c4ccc(C(F)(F)F)cc4)C(=O)N23)c1	2%	-5	-5%	-3	0%	-4%	-27%	0.1%	6%[57.1 µM]
O=C(COC(=O)c1cnc(Cl)c(Cl)c1)Nc1ccc(S(=O)(=O)N2CCCC2)cc1	1%	-10	10%	0	1%	-1%	-2%	-0.1%	-1%[57.1 µM]
Cc1c(O)cc2n(c1=O)-c1ccccc1C2(C)C	3%	-2	6%	3	1%	2%	-15%	2.2%	-5%

Source: PubChem BioAssay

Not all compounds are listed; count on the stated rates, not on these rows.
